Source: PubChem BioAssay
D2 PAM – positively modulates the human D2 dopamine receptor allosterically. P14416. HEK293 T-REx D2, calcium flux, EC20 dopamine potentiation. potentiation, % at 10 µM. 340,000 tested, 0.34% active;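 active = potentiation over 3 SD above the plate norm, cut at about 30% in these data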; note: 0% is about no effect
Target sequence (P14416 whole entry, looked up): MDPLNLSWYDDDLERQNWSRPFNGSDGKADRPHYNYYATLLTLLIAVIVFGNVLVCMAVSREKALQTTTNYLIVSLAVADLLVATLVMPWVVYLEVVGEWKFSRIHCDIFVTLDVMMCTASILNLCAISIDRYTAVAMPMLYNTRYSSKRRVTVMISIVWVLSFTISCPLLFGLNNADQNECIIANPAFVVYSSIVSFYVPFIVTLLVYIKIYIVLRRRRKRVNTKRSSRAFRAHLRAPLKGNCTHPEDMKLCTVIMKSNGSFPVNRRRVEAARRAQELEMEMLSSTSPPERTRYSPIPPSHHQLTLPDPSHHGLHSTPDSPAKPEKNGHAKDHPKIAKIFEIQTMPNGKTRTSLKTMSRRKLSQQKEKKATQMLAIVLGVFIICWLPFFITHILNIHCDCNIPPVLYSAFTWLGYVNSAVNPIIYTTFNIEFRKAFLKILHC
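Cells plated with tetracycline inducer and held overnight at 30 C; calcium dye loaded 30–90 min at room temperature; baseline taken, compound added and read 180 s; EC20 dopamine then added and read 180 s.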
D2 antag – D2 dopamine receptor (human) antagonism; HEK293 TREx D2 cells, calcium flux, dopamine EC80; P14416; AID 485344; 340,000 tested, 2% active; inhibition, % at 10 µM; in the data active = inhibition above about 30%; note: 0% is about no effect
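Cells plated overnight at 30 C with tetracycline; no-wash calcium dye, 30–90 min RT; 10 s baseline; compound pinned; 180 s read; EC80 dopamine added; another 180 s read.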
D1 PAM – enhances dopamine response at the human D1 receptor | P21728 | HEK293 TREx D1 cells, calcium flux, dopamine EC20 potentiation | potentiation, % at 10 µM | 360,000 tested, 0.036% active | AID 504651; in the data active = potentiation above about 30%; note: 0% is about no effect
Target sequence (P21728 whole entry, looked up): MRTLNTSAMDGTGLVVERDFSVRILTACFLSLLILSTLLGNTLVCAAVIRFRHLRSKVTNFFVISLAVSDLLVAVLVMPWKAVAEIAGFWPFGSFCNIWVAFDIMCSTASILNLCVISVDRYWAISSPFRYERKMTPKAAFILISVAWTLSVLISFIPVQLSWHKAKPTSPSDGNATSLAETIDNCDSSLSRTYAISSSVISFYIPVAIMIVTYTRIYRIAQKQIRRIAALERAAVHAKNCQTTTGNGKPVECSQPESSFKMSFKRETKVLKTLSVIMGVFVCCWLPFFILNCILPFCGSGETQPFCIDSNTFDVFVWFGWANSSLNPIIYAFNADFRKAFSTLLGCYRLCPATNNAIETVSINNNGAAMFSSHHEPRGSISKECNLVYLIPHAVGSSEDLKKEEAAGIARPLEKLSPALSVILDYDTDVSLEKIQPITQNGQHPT
D1 agonist – activates the human D1 dopamine receptor | P21728 | HEK293 T-REx D1 cells, calcium flux, agonist mode | activation, % at 2 µM | 360,000 tested, 1% active; note: 0% is about no effect
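Tetracycline-induced HEK293 TREx D1 cells, force-coupled to calcium signalling, were dye-loaded with a no-wash calcium kit. Compound was pin-added after a 10 s baseline. Fluorescence was read kinetically at 1 cycle/s for 180 s, with calcium rises flagged as agonism.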
RXFP1 antagonist – blocks the human relaxin receptor RXFP1; AID 1259400; activity change, negative = inhibition, % at 57.5 µM; 350,000 tested, 0.59% active; HEK293-RXFP1, relaxin-stimulated cAMP HTRF, 30 min; hits give low values;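 active = activity change of -60% or lower, but not beyond a set lower limit; inconclusive = change between -60% and -40%, or beyond the set limit; inactive = change above -40%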; note: % is set by controls: 0 for no effect and ±100 for the full control effect
D1 antag – blocks dopamine activation of the human D1 receptor; activity change, negative = inhibition, % at 10 µM; P21728; AID 504652; 360,000 tested, 3.2% active; HEK293 TREx D1 cells, calcium flux, dopamine EC80; hits give low values; in the data active = activity change below about -30%; note: % is set by controls: 0 for no effect and ±100 for the full control effect
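Cells carrying a force-coupled, tetracycline-inducible human D1 receptor report calcium flux. Each well gets a 10 s baseline, compound with 180 s monitoring, then an EC80 dopamine stimulus with a second 180 s kinetic read.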
D2 ag – D2 dopamine receptor (human) agonism; AID 485358; P14416; HEK293 T-REx D2 cells, calcium flux agonist mode; 340,000 tested, 0.53% active; activation, % at 2 µM;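 active = activation over 3 SD above normal in the single-dose calcium agonist read, cut at about 30% in these data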; note: 0% is about no effect
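Agonism scored from kinetic calcium signal (1 read/sec, 180 s) following compound pin transfer, after a 10 s baseline. Cells: HEK293 Trex line expressing inducible D2 receptor coupled to calcium, dye-loaded after overnight culture at 30 C.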
TRHR agonist – activates the human TRH receptor; P34981; TRHR cells, calcium flux fluo-8, FDSS agonist mode; activation, % at 2 µM; 360,000 tested, 0.18% active; AID 493084; note: 0% is about no effect
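In this calcium-flux screen, cells bearing human TRHR are dye-loaded with fluo-8, baselined for 10 cycles, then exposed to library compounds; positive kinetic calcium responses during the agonist phase mark hits, with TRH as control.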
TRHR PAM – allosteric enhancers of human TRH receptor | P34981 | TRHR cells, fluo-8 calcium fluorescence, EC20 TRH enhancement | enhancement, % at 2 µM | 360,000 tested, 0.66% active | AID 493056; in the data active = enhancement above about 30%; note: 0% is about no effect
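Enhancer read-out: after compound pinning and an initial kinetic agonist-mode read, an EC20 of TRH (10 nM final) was injected and fluo-8 calcium signal (Ex 480/Em 530) followed at 1 s/cycle for 100 cycles in TRHR-expressing cells.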
Starred values were filed as active, the others as inactive; u = inconclusive; x = not tested or not shown; & = joins results of further samples. Cut-off read from the data, not from the text of the source, unless noted: active = activation above about 30%; inactive = the rest.

smiles	D2 PAM	D2 antag	D1 PAM	D1 agonist	RXFP1 antagonist	D1 antag	D2 ag	TRHR agonist	TRHR PAM
Cc1ccc(C)c(N(C)S(=O)(=O)c2ccc3[nH]cc(C(=O)NC4CCCC4)c(=O)c3c2)c1	-7	x	-1	0	u	-11	x	0.5	-4
O=C1c2ccccc2C(=O)C1C1=Nc2ccccc2NC(c2ccccc2)C1 (centres undefined)	2	2	0	3	x	0	0.1	-0.1	2
O=C(Nc1ccc2c(c1)C(=O)N(CC1CCCO1)C2=O)c1ccccc1Br (centres undefined)	-6	-16	-4	3	9	6	0.1	-0.2	-7
Cc1cc(C(=O)Nc2ccc(C#N)cc2)on1	-1	-5	3	4	1	-1	1.2	0.7	2
CCCNC(=O)c1cnc2sc(N3CCCCC3)nn2c1=O	2	x	1	0	-3	24	0.5	0.2	2
CC1(C)CC(O)(CNCc2ccc3c(c2)OCO3)CCO1 (centres undefined)	-22	88*	-2	4	7	-13	70*	-0.2	-2
O=C(COc1ccc(S(=O)(=O)Nc2ccccc2)cc1)NCc1ccccn1	3	8	0	3	-9	0	0.2	-0.5	-1
CC1CC1C(=O)OCC(=O)NC(=O)NC12CC3CC(CC(C3)C1)C2 (centres undefined)	7	3	1	1	-28	3	-0.2	0.0	16
O=C(O)CSc1nnc(-c2ccc(S(=O)(=O)N3CCCC3)cc2)n1Cc1ccco1	9	4	-1	1	0	11	-1.2	0.4	-1
Cc1ccc(S(=O)(=O)Nc2cc3c(C(=O)OCc4ccccc4)c(C)oc3c3ccccc23)c(C)c1	3	x	-1	5	0	4	0.8	0.6	1
O=C(Nc1cc(Cl)ccc1N1CCOCC1)c1cc2ccccc2o1	9	-16	-2	0	2	1	1.8	0.3	2
COc1ccc(-n2ncc3c(N(C)C4CCCCC4)ncnc32)cc1	3	8	1	4	x	-17	-0.3	1.3	-14
CN(C)c1cccc(C(=O)NN2C(=O)NC3(CCCCC3)C2=O)c1	-8	30	-4	3	-2	2	-0.6	0.8	0
CC(=O)Nc1ccc(S(=O)(=O)NNC(=O)c2sc(=S)n(C)c2C)cc1	17	4	-5	2	x	10	0.9	-0.2	-3
CC(OC(=O)/C=C/c1ccccc1)C(=O)Nc1cccc(C#N)c1 (centres undefined)	-7	27	0	14	-13	-10	-0.5	0.2	-2
C=CCc1cccc(C2Nc3ccccc3C(=O)N2O)c1O (centres undefined)	8	-6	-2	4	0	-19	-0.3	-0.4	-1
COc1ccc(Nc2cc(C(=O)NCCCN(C)c3ccccc3)c3ccccc3n2)c(OC)c1	13	x	-5	1	0	-4	x	-1.1	15
Cc1cc(NC(=O)OC2CCCCC2)ccc1[N+](=O)[O-]	4	-13	-16	15	-4	-8	-1.5	-1.7	6
O=C(Nc1ccc2oc(-c3ccccc3)nc2c1)c1ccc2c(c1)OCCO2	-6	-8	2	2	-36	-1	-0.1	0.7	0
COc1cccc(CNC(=O)CN2C(=O)CSc3ccc(S(=O)(=O)N4CCCC4)cc32)c1	2&-5	9	-6&-3	-1&0	-1&-15	3&4	0.3&0.2	-0.8&-0.4	1&-5
Cc1ccc(C(=O)c2ccccc2C(=O)O)cc1C	7	-6	-6	0	4	6	0.5	-0.3	-6
CCC(C)/C=C/C1=CC2=C(Cl)C(=O)C3(C)OC(=O)C(C(=O)C(C)C(C)O)C3C2=CO1 (centres undefined)	6	-8	-2	25	x	-8	4.7	3.4	7
OCCN(Cc1ccccc1)Cc1ccccc1F	2	14	8	3	-7	-4	-0.1	-0.8	0
Cc1ccc(NC(=O)CCCn2nc(C)c3sc4ccccc4c3c2=O)c(Cl)c1	1	x	-4	2	-5	-45*	0.4	0.5	2
O=c1[nH]cnc2cc(-c3ccc(Br)cc3)sc12	2	4	x	4	9	-13	0.5	0.3	-3
Cc1ccc(S(=O)(=O)N2CCN(C(=O)C3CC(=O)N(c4ccc5c(c4)OCCO5)C3)CC2)cc1 (centres undefined)	6	2	0	0	0	-20	0.2	0.0	4
Cc1ccccc1/C=N\NC(=O)c1ccc(Cn2cccn2)o1	-4	-13	-4	1	-4	22	-0.6	-0.1	6
CCCCCOc1ccc(NS(C)(=O)=O)cc1	1	13	-4	3	-3	-17	-0.2	0.0	0
COC(=O)C1=NN(c2ccc(C)cc2)C2(S1)SC(C(C)=O)=C(C)N2c1ccccc1 (centres undefined)	2	-23	-2	1	6	x	-0.5	-0.9	-7
Cc1noc(C)c1CSCC(=O)Nc1cc(Cl)ccc1N1CCOCC1	19	6	-4	2	-1	-11	-0.9	-0.3	0
COc1ccc(OCCC(=O)OCC(=O)NCCC2=CCCCC2)cc1	4	6	10	-1	9	7	0.0	-2.0	-2
CCNC(=O)COC(=O)CCC(=O)c1cccs1	-6	51*	-4	5	0	-7	-1.6	-0.3	2
CC1(C)Cc2c(c(N3CCOCC3)nc3sc4c(NCc5ccccc5)nnnc4c23)CS1	3	8	-2	3	10	-19	-0.2	0.4	0
CCOC(=O)c1ccc(NS(=O)(=O)c2cc(Br)cc3c2N(C(C)=O)C(C)C3)cc1 (centres undefined)	-21	x	-1	3	x	3	0.4	-0.1	-8
CCOC(=O)COc1cccc2c(=O)n(CC(=O)N3CCCc4ccccc43)ccc12	2	-8	0	-2	8	1	0.3	-0.2	2
C#CCOCCOCCOCCNc1nc(N2CCN(C(=O)[C@H]([C@@H](C)CC)n3cc(CCC(=O)O)nn3)CC2)nc(N2CCN(C(=O)[C@H](C)n3cc(CCCN=C(N)N)nn3)CC2)n1	1	-11	-1	-2	x	5	0.8	0.4	6
Cc1nc(C)c(-c2ccc(SCc3ccccc3C)nn2)s1	9	0	-4	0	-13	-1	-0.5	0.3	-7
NC(=O)c1ccc[n+](CC(=O)OCCC23CC4CC(CC(C4)C2)C3)c1	-2	-24	-1	2	-8	-2	0.0	0.2	5
CCOc1cc(C=O)ccc1OCC(=O)NC(C)(C)C	1	0	2	0	1	0	0.1	-0.3	0
Cc1cc2c(OCC(O)CNC3CCCCC3)cccc2[nH]1 (centres undefined)	-34	60*	0	3	-2	-8	25	-0.1	5
c1ccc2cc(-c3csnn3)ccc2c1	3	-7	-1	11	-1	6	-0.5	-0.5	22
O=C(CSc1nnc(-c2ccco2)c(-c2ccco2)n1)Nc1ccccc1	-4	11	-2	3	-37	2	-0.5	-1.2	5
Cc1ccc(SCC(=O)OCC(=O)NC(C)c2ccc(Br)cc2)cc1 (centres undefined)	3	-22	11	14	-12	-2	-0.6	0.2	-11
O=C(CSc1nnc2c(n1)[nH]c1ccccc12)NCc1ccco1	2	-3	2	0	-1	5	2.1	1.5	1
CC(C)CCOc1ccc(C(=O)NCCC(=O)N2CCOCC2)cc1	9	-6	-5	2	1	24	-0.1	0.2	0
CC(Sc1nnnn1-c1ccc(O)cc1)C(=O)NNC(=O)c1ccc(F)cc1 (centres undefined)	6	-24	-9	5	-1	2	-0.4	0.2	3
COc1cccc(N2C(=O)CC(N3CCc4ccccc4C3)C2=O)c1 (centres undefined)	-11	-9	2	1	5	13	0.0	0.0	-4
CC(C)c1c(C(=O)N/N=C/c2cccc(OCc3ccc(F)cc3)c2)nnn1-c1nonc1N	2	-8	-10	2	-1	-8	1.9	0.5	-2
Cn1cc(C(=O)N/N=C/c2ccc([N+](=O)[O-])cc2)c2ccccc21	-15	0	2	2	-2	-20	0.3	0.0	1
CCN(CC)/C(=N\S(=O)(=O)c1ccccc1C)c1ccccc1	-4	25	3	-1	-8	25	0.4	-0.7	9
COc1ccc(NC(=O)CN2C(=O)NC3(CCCC3)C2=O)c(OC)c1	23	4	x	1	-8	-2	1.4	-1.0	-1
O=C(NC(Cc1c[nH]c2ccccc12)C(=O)O)c1ccc2c(c1)OCO2 (centres undefined)	2	13	-2	1	11	1	0.5	0.2	12
O=C(O)c1cccc(-n2cccc2/C=C2/SC(=O)N(CC(=O)N3CCCC3)C2=O)c1	1	12	x	2	-9	-5	0.3	-0.3	0
CN(CC(=O)Nc1ccc(S(N)(=O)=O)cc1)c1ccccc1	-13	-4	2	3	-3	-2	0.6	-0.5	13
CC(=O)NCN1CCN(CNC(C)=O)CC1	-5	-20	-8	0	-3	2	-2.3	0.7	-8
CC(CCn1cccn1)NC(=O)c1cc(COc2ccc(F)cc2F)on1 (centres undefined)	-2	-5	-1	1	-8	3	0.9	0.1	35*
CCCCC(=O)NNC(=S)NC(=O)C(c1ccccc1)c1ccccc1	-8	40*	0	179*	-18	-50*	53*	8.7	0
Cc1cc2ncc(C(=O)Nc3ccccc3)c(C)n2n1	x	5	-4	2	0	-11	-0.3	-0.1	1
COc1ccc(N(C(=O)c2ccc(S(=O)(=O)N3CCCC3)cc2)C2C=CS(=O)(=O)C2)cc1 (centres undefined)	-9	-7	3	3	-7	12	0.8	0.3	-4
CC(C)n1c(O)c(N=NC(=O)CNC(=O)c2cccnc2)c2ccccc21	3	41*	4	4	1	-11	-0.1	-0.1	20

Individual results from the list.
TRHR agonist, COc1ccc(NC(=O)CN2C(=O)NC3(CCCC3)C2=O)c(OC)c1 = -1.0
TRHR PAM, C#CCOCCOCCOCCNc1nc(N2CCN(C(=O)[C@H]([C@@H](C)CC)n3cc(CCC(=O)O)nn3)CC2)nc(N2CCN(C(=O)[C@H](C)n3cc(CCCN=C(N)N)nn3)CC2)n1 = 6

Fetched by compound from above, three records:
smiles	D2 PAM	D2 antag	D1 PAM	D1 agonist	RXFP1 antagonist	D1 antag	D2 ag	TRHR agonist	TRHR PAM
O=C(CSc1nnc2c(n1)[nH]c1ccccc12)NCc1ccco1	2	-3	2	0	-1	5	2.1	1.5	1
CC(=O)NCN1CCN(CNC(C)=O)CC1	-5	-20	-8	0	-3	2	-2.3	0.7	-8
Cn1cc(C(=O)N/N=C/c2ccc([N+](=O)[O-])cc2)c2ccccc21	-15	0	2	2	-2	-20	0.3	0.0	1

Next entries
smiles	D2 PAM	D2 antag	D1 PAM	D1 agonist	RXFP1 antagonist	D1 antag	D2 ag	TRHR agonist	TRHR PAM
CC(C)(C)c1cc(-c2n[nH]c(=S)n2-c2ccc(Cl)cc2)n[nH]1	x	x	8	0	0	3	x	0.1	3
Cc1ccc(C(=O)O)cc1N1C(=O)CCCC1=O	-13	4	-1	0	-17	-2	-1.2	0.5	-5
COC(=O)c1ccccc1NC(=O)C1CC(=O)N(c2ccc(OC)cc2)C1 (centres undefined)	6	23	-5	6	0	-11	0.1	-0.4	-2
COc1ccc(-c2nnc(SCC(=O)Nc3c(C)cccc3C)nc2-c2ccc(OC)cc2)cc1	-13	x	1	13	-11	12	1.3	0.9	-5
CCCCN(C(=O)COC(=O)c1nc2nc(C)cc(C)n2n1)C1CCS(=O)(=O)C1 (centres undefined)	2	-1	-4	1	6	-19	0.1	0.7	-1
CC(=O)c1ccc(Cc2ccccc2)cc1	-6	-6	-3	1	-2	4	-0.7	-0.9	7
CC(=O)Nc1nnc(CSCc2ccccc2F)s1	-1	7	-1	19	6	-7	5.9	11	-4
